mcGAS inh: mouse cGAS inhibition by luminescence. recombinant cGAS, Kinase-Glo ATP depletion luminescence. inhibition, % at 12.5 µM. 0.15% of 160,000 active. AID 1259399;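 also: 0% = negative control wells and 100% = reference inhibitor with no enzyme activity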
hcGAS lum: blocks human cGAS activity; recombinant h-cGAS, ATP depletion, Kinase-Glo luminescence; AID 1259398; inhibition, % at 12.5 µM; 0.081% of 290,000 active; Q8N884;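 also: 0% = vehicle reaction and 100% = reaction without DNA for no activity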
Target sequence (Q8N884 whole entry, looked up): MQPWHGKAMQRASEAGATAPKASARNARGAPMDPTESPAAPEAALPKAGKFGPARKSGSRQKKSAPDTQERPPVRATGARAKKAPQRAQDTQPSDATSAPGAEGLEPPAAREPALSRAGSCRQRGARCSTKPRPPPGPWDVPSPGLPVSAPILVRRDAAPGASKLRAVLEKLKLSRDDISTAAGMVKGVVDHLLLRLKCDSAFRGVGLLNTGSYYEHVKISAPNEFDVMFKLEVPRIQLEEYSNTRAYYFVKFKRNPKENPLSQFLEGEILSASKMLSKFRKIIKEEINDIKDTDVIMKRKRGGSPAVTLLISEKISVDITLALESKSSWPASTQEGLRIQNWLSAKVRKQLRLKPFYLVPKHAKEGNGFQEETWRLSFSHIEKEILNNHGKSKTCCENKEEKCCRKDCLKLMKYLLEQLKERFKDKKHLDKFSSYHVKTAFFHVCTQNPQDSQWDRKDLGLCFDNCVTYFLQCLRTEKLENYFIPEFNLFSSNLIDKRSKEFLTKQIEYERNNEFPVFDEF
NPYLR7 agonist: activates Aedes aegypti NPYLR7 receptor; HEK293T NPYLR7/Galpha15, GCaMP6s calcium fluorescence; activation, % at 10 µM; 0.15% of 270,000 active; AID 1259423; in the data active = activation above about 40%;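 also: 0% = vehicle and 100% = reference agonist at the receptor; some compounds past the cut are filed as inactive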
Active calls of the source: *; . = no result given; & = joins results of further samples. Rule as the data show it, unless noted: active = inhibition above about 40%; inactive = the rest. Random draw from the library; any-hit rate near 0.29%.

SMILES | mcGAS inh | hcGAS lum | NPYLR7 agonist
CC(C)CN(C(=O)C1CCCC1)C1CCS(=O)(=O)C1 (stereo not given) | . | -5 | 0
CC(C)NC(=O)NNC(=O)c1cccn(Cc2cccc(F)c2)c1=O | . | -9 | 2
CCN(CC(O)COC12CC3CC(CC(C3)C1)C2)C1CCCCC1 (stereo not given) | -7 | -5 | 4
CC1CN(Cc2cccc(CN)c2)CC(C)O1 (stereo not given) | . | -13 | 26
CC1=C(n2cnc([N+](=O)[O-])n2)C(c2ccccc2)C(C#N)C(=N)O1 (stereo not given) | . | 12 | 2
CN(C)CCC[C@H]1c2ccccc2Sc2ccccc2[C@@H]1C#N | . | 1 | -1
CCCCN(C=O)c1c(CC)nc2c(OCC3CCCCC3)cccn12 | -4 | -2 | -1
CC(OC(=O)c1ccc(N2CCCC(C(N)=O)C2)cc1)c1cnc2ccccc2c1 (stereo not given) | . | 1 | 0
Cn1cc(NC(=O)CN2CCC(N3CCCC(C(=O)NC4CC4)C3)CC2)cn1 (stereo not given) | . | -6 | 5
CC(C)C(=O)N(Cc1ccc(F)cc1)Cc1ccccc1OS(C)(=O)=O | -5 | -5 | -7
COc1ccc(C(NC(=O)C2CCN(CCOc3ccc(F)cc3)CC2)c2ccccc2C)cn1 (stereo not given) | . | 6 | 3
COc1ccc(CNC(=O)Cn2nc3c(c2NC(=O)c2cc4ccccc4o2)CSC3)cc1 | -4 | -1 | -2
Cc1ccccc1N=Cc1c(C(F)(F)F)[nH]n(-c2nc3ccccc3s2)c1=O | . | 5 | -11
CCn1ccnc1SCc1cccc(OCC(F)(F)F)c1 | . | -4 | 1
COc1cc(-c2[nH]ncc2CN(C)Cc2sccc2C)cc(OC)c1OC | -1 | 3 | 8
O=C(CSc1ncnc2c1nnn2Cc1ccccc1)N1CCCC1 | 6 | -1 | 0
CC(C)(C)c1cc(CN2CCn3cncc3C2)[nH]n1 | . | -2 | 5
C=CCCC(=O)O[C@H]1CC(C)=C2C(=O)CC(=C)C2[C@H]2OC(=O)[C@@H](C)C21 (stereo not given in full) | -5 | 1 | 0
Cn1c(=O)[nH]c(=O)c2c1nc(N1CCCCC1)n2CCCSc1nc2ccccc2o1 | -7 | -1 | 1
CN1CC2(CCCN(C(=O)CCc3ccccn3)CC2)OC1=O (stereo not given) | . | -4 | 5
CCn1cc(C(CC(=O)N2CCCC2)c2cccc(Cl)c2)c2ccccc21 (stereo not given) | -5 | -10 | 26
CN(C)CCN(C(=O)c1ccco1)c1nc2c(F)cc(F)cc2s1 | -8 | -6 | -7
CCCSc1ncccc1C(=O)NCCC1=CCCCC1 | -4 | -8 | -7
COc1ccc2nc(N3CCCC3C(=O)NCc3ccc(Cl)s3)nc(C)c2c1 (stereo not given) | -11 | -7 | 25
COc1ccc(C(=O)NC2CCC(NC(=O)[C@H]3CCCN3C(=O)c3cccc(OC)c3)CC2)cc1 (stereo not given in full) | -7 | -8 | 4
CCCNC(=O)c1cc(S(=O)(=O)NC(C)CCC)c(Cl)cc1Cl (stereo not given) | . | -11 | 9
O=C(c1ccc(-n2ccnc2)cc1)N1CC(c2ccccn2)C1 | -17 | -5 | 21
CCOC(=O)CCc1c(C)nc2ncnn2c1N1CCN(S(=O)(=O)c2cc(C)c(Cl)cc2Cl)CC1 | -7 | -2 | 29
CC(=O)NC(C(=O)OCc1nc(-c2ccc(C)cc2)no1)C(C)C (stereo not given) | . | -5 | 5
NC(=O)C1CCN(C(=O)C2CCN(S(=O)(=O)N3CCOCC3)CC2)CC1 | . | -4 | 9

15 neighbouring records out of the list so far:
SMILES | mcGAS inh | hcGAS lum | NPYLR7 agonist
O=C(CSc1ncnc2c1nnn2Cc1ccccc1)N1CCCC1 | 6 | -1 | 0
CC(C)(C)c1cc(CN2CCn3cncc3C2)[nH]n1 | . | -2 | 5
C=CCCC(=O)O[C@H]1CC(C)=C2C(=O)CC(=C)C2[C@H]2OC(=O)[C@@H](C)C21 (stereo not given in full) | -5 | 1 | 0
Cn1c(=O)[nH]c(=O)c2c1nc(N1CCCCC1)n2CCCSc1nc2ccccc2o1 | -7 | -1 | 1
CN1CC2(CCCN(C(=O)CCc3ccccn3)CC2)OC1=O (stereo not given) | . | -4 | 5
CCn1cc(C(CC(=O)N2CCCC2)c2cccc(Cl)c2)c2ccccc21 (stereo not given) | -5 | -10 | 26
CN(C)CCN(C(=O)c1ccco1)c1nc2c(F)cc(F)cc2s1 | -8 | -6 | -7
CCCSc1ncccc1C(=O)NCCC1=CCCCC1 | -4 | -8 | -7
COc1ccc2nc(N3CCCC3C(=O)NCc3ccc(Cl)s3)nc(C)c2c1 (stereo not given) | -11 | -7 | 25
COc1ccc(C(=O)NC2CCC(NC(=O)[C@H]3CCCN3C(=O)c3cccc(OC)c3)CC2)cc1 (stereo not given in full) | -7 | -8 | 4
CCCNC(=O)c1cc(S(=O)(=O)NC(C)CCC)c(Cl)cc1Cl (stereo not given) | . | -11 | 9
O=C(c1ccc(-n2ccnc2)cc1)N1CC(c2ccccn2)C1 | -17 | -5 | 21
CCOC(=O)CCc1c(C)nc2ncnn2c1N1CCN(S(=O)(=O)c2cc(C)c(Cl)cc2Cl)CC1 | -7 | -2 | 29
CC(=O)NC(C(=O)OCc1nc(-c2ccc(C)cc2)no1)C(C)C (stereo not given) | . | -5 | 5
NC(=O)C1CCN(C(=O)C2CCN(S(=O)(=O)N3CCOCC3)CC2)CC1 | . | -4 | 9

Later entries:
SMILES | mcGAS inh | hcGAS lum | NPYLR7 agonist
CCN1CCN(C(=O)c2cccc(NC(=O)C3CCCC3)c2)C(C)C1=O (stereo not given) | -17 | -5 | 27
CCOC(=O)CSc1nnc(Cn2c(=O)sc3ccccc32)n1C | . | -6 | 10
CC(C)NC(=O)[C@@H]1C[C@H](N)CN1C(=O)[C@H]1CCCO1 | -17 | -6 | 20
COCCn1c(SC(C)C(=O)NC(N)=O)nc2ccccc21 (stereo not given) | . | -3 | -2
COC(=O)C1CCCCN1CC(=O)NC1CCCCC1 (stereo not given) | . | -6 | 7
CCOC(=NC(=O)c1ccc(C)cc1)N(CC)CC | -6 | -9 | 13
C=CCN1C(=O)/C(=C/c2ccsc2)SC1=S | -3 | 0 | 1
COc1ccc(Nc2nc(N3CCN(c4ccccc4F)CC3)nc3[nH]ncc23)cc1 | . | -14 | 2
CCCCOc1cc(C=C2N=C(c3cc(OC)c(OC)c(OC)c3)OC2=O)ccc1OC | . | -9 | 0
CNC(=O)[C@@H]1[C@@H](OC(N)=O)C(=O)N(C)C12CCN(C(=O)c1cc(C)oc1C)CC2 | -4 | 0 | 9
CC(C)(C)C(=O)Nc1ccccc1COC(=O)C(C)(C)C | . | 0 | 2
CCNC(=O)c1cc(-c2ccccc2)c(N2CCOCC2)s1 | . | -14 | 4
Cc1cc(CNC(=O)CC2CN(C)CCN2C)c2[nH]c(-c3ccccc3)c(C)c2c1 (stereo not given) | . | -6 | 7
CC1=NN(CC(=O)N(C)CCC(C)(C)O)CC1 | . | -6 | 19
c1ccc2c(-c3n[nH]c(C4CC4)n3)cc(-c3ccncc3)nc2c1 | -10 | -3 | 3
CCC1CN(CCN2CCCC2=O)CCC(=O)N1Cc1ccccc1 (stereo not given) | -9 | -5 | 0
COCCNc1nc(SC)nc2c1cnn2CCNC(=O)Cc1cccs1 | -6 | -4 | .
CCc1ccc2c(c1)NC(=O)C2(C)Cc1ccc2c(c1)OCO2 (stereo not given) | -2 | -4 | -2
O=C(Nn1c(-c2ccco2)n[nH]c1=S)C1CC1c1ccccc1Cl (stereo not given) | . | -9 | 5
COc1cc(C(C2Sc3nc(C)nn3C2=O)N2CCC(C)CC2)cc(OC)c1OC (stereo not given) | -2 | 3 | -4
CCc1nc(NC(=O)Cc2cc(C)on2)sc1C | -6 | -9 | 9
CN(C(=O)c1cn(C/C=C/c2ccccc2)nn1)C1CCCc2ccccc21 (stereo not given) | -7 | -4 | -1
O=C(CCC1CCN(C(=O)C2=CCCC2)CC1)N1CCN(c2ccccc2)CC1 | . | -6 | 4
CC(=O)Nc1cc(-c2ccccc2)nn1-c1ccc(C(=O)NCc2cccc(F)c2)cc1 | . | 0 | -13
CNc1cncc(-c2ccccc2)n1 | . | -8 | 1
CC(CCc1ccccc1)NC(=O)CC(c1ccccc1)c1cn(Cc2ccccc2)c2ccc([N+](=O)[O-])cc12 (stereo not given) | -10 | -13 | .
CC(C)Cc1cc(CNC(=O)c2cccc3c2OCC3)no1 | -16 | -4 | 4
CCC(=O)N[C@@H]1c2ccccc2C2(CCN(Cc3cnc(-c4ccccc4C)nc3)CC2)[C@H]1OC | -9 | -6 | 17
O=C(NCCC1CCCC1)c1ccc2c(c1)OCCCO2 | . | -3 | -1
CN1CCCC(CNC(=O)N2CCSCC2)C1c1cccs1 (stereo not given) | -5 | 0 | 7
O=C1C(O)=C(O)C(=O)C(O)=C1O | -5 | 3&-10 | -3&-4
Nc1nnc(SCC(=O)Nc2nnc(-c3ccc(Br)cc3)s2)s1 | -2 | -4 | 6
COc1cccc(-c2nc3n(n2)C(c2cccs2)C(C(=O)Nc2ccccc2OC)=C(C)N3)c1 (stereo not given) | . | -8 | 2
O=C(CCc1cc2c(n1-c1ccc3c(c1)OCO3)-c1ccccc1CC2)NCc1cccs1 | -8 | -5 | 1
O=C(O)C=CC(=O)NCCC1=CCCCC1 | . | -7 | 0
Cn1cc(C(=O)N2CCN(C(=O)Cc3cccs3)CC2)c2nn(-c3ccccc3)c(=O)c-2c1 | -1 | -4 | -1
Cc1cc(OCC(=O)N2CCCCC2CCCc2ccccc2)no1 (stereo not given) | . | 0 | -4
Cc1occc1C(=O)NCc1ccccc1COC(C)C | . | -4 | -1
O=c1oc2ccccc2c2c1nc(C(F)(F)F)n2-c1ccccc1 | . | -1 | 9
C#CCn1c(=NC(=O)c2nn(C)cc2C)sc2c(OC)ccc(OC)c21 | -9 | -6 | 2
Cc1nnc(SCC(=O)NC(=O)NC(C)C)s1 | . | -6 | 1
CCC/C=C/c1cc(C(=O)O)cc(S(=O)(=O)N2CCN(C)CC2)c1 | -7 | 0 | .
c1ccc(-c2noc3c2CN(Cc2nnc(-c4cccnc4)o2)CC3)cc1 | . | 0 | 7
O=C(NCc1ccc(C(F)(F)F)cc1)c1ccc(-c2ccc3c(c2)OCO3)s1 | -8 | -12 | 3
COCCCN1C(=O)NC(Cc2cccc(F)c2)(C2CCNCC2)C1=O (stereo not given) | . | -7 | 13
CCCc1nnc(-c2cc3ccccc3n2C)o1 | -9 | -6 | -3
CN1C(=O)C=C(Nc2cccc(OCCO)c2)C1=O | . | 1 | 5
CN(C)S(=O)(=O)c1cccc(C(=O)Nc2cc(F)cc(F)c2)c1 | . | -7 | -1
O=C(O)CC[n+]1c(CC=Nc2ccccc2)oc2ccccc21 | . | -10 | 7
Cc1cnc(CCC2CCCN2)n1CC1CC1 (stereo not given) | -5 | -10 | .
CC(C)c1cccc(C(C)C)c1NC(=O)Nc1ccc(N2CCCC2)c(C(=O)NCc2ccccc2)c1 | -9 | -5 | 6
COC(=O)c1cccc(CN2CCC(c3ccncc3)CC2)n1 | . | -5 | 4
Cc1ccccc1NC(=O)CC(=O)N1C[C@H](OC(C)C)[C@@H](O)C1 | 1 | 4 | -1
Cn1ccnc1C(NC(=O)COc1ccc(Br)cc1)c1ccccc1 (stereo not given) | -8 | 0 | 4
COCCN(CCC(=O)NCc1ccccc1)c1nc(-c2ccccc2)nc2ccccc12 | -6 | -1 | 17
Brc1ccc(/C=C/CCn2cncn2)cc1 | -7 | -1 | -3
CCOC(=O)NCCC(=O)Nc1ccc(SC)cc1 | -8 | -13 | 4
CS(=O)(=O)N(Cc1cc2ccccc2[nH]c1=O)c1ccccc1 | -3 | -7 | 3
Cc1cnc(SCCN2CCOCC2)nc1C1CCCN(C(=O)Cc2ccc3c(c2)OCO3)C1 (stereo not given) | -9 | -5 | 20
CCc1nc2ccc(C(=O)NCCN3CCNC3=O)cn2c1N(CC)Cc1cccc(Br)c1 | -3 | -5 | 18

The listing continues.
SMILES | mcGAS inh | hcGAS lum | NPYLR7 agonist
N#Cc1ccc(C(=O)N2CCN(Cc3ccco3)CC2)cc1 | . | -6 | 5
Cc1cc(NC(=O)CN2CCC(C(N)=O)CC2)nc2c1c(=O)oc1ccccc12 | -2 | 1 | 1
Cc1cccc(C2(C(=O)N(C)CC(N)=O)CCCC2)c1 | . | -4 | 20
CC(CCC(=O)O)[C@H]1CCC2C3CC[C@@H]4C[C@H](O)CC[C@]4(C)C3CC[C@@]21C (stereo not given in full) | -2 | -5 | .
CC1Cc2c(NC(=O)CSCc3ccccc3)nn(C)c2NC1=O (stereo not given) | -12 | -6 | 3
COc1cc(OC)cc(C(=O)Nc2c(C)nc3cc(C)ccn3c2=O)c1 | . | -5 | 1
COc1cccc(C(=O)N2CCc3ccccc3C2c2ccc(C)cc2)c1 (stereo not given) | 0 | -2 | 2
CCn1ccnc1COc1c(OC)cc(C)cc1OC | . | 3 | -2
Cc1oc2nc[nH]c(=O)c2c1C(=O)OC(C)C(=O)N1CCOCC1 (stereo not given) | . | -3 | 5
CCC(C)N(Cc1cc(NC(=O)c2ccccc2Cl)ccc1N(C)C)C(=O)NC(C)(C)C (stereo not given) | -9 | -7 | -5
CCOC(=O)c1[nH]c(COC(C)=O)c(CC)c1C | 2 | 2 | -1
COCC(=O)Nc1ccc(N(C)C)c(CN(C(=O)c2cccc(F)c2)C(C)c2ccccc2)c1 (stereo not given) | -4 | -1 | 9
CN(C)CCNC(=O)c1cc(-c2ccc(F)cc2)nc2cc(-c3ccccc3)nn12 | -12 | -5 | 7
CCOCC(O)COc1ccc(NC(=O)CC[S+](C)C)cc1 (stereo not given) | -7 | -6&-5 | -7&-4
Cc1nsc(NC(=O)NC2CCc3ccccc3C2)n1 (stereo not given) | . | -4 | 3
COc1ccc(-c2cccc(-c3ccc(NC(=O)c4ccc(F)cc4C(F)(F)F)cc3)n2)cc1 | -5 | -9 | 26
Cn1cc(S(=O)(=O)NCCc2ccccc2)c(=O)n(C)c1=O | -7 | -7 | 1
